PPC-1+TRAIL kill: compounds killing PPC-1 cancer cells with TRAIL present, primary screen, TRAIL potentiator project, ATPLite luminescence, uHTS; 0.41% of 220,000 active; cell killing (% activity), % at 4 µM; PPC-1 cells + TRAIL, ATPLite viability luminescence;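 active = cell killing above 50% in the first pass at 4 µM, then a duplicate retest at 5 µM averaging 50% or more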;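 also: plate controls were cells with TRAIL plus DMSO for no effect and medium-only wells lacking cells for full effect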
TRPML3 agonist: human TRPML3 channel agonists, primary screen, cell-based, HEK293 TRPML3-YFP, Fluo-8 calcium fluorescence, 3 µM; Mucolipin-3 (Homo sapiens), Q8TDD5; 100% = the carbachol control signal; activation, % at 3 µM; 0.29% of 220,000 active;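 active = activation above its plate's cutoff, the mean activation of the plate's test wells plus 3 SD, cut at about 12% in these data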;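 also: 0% = DMSO only wells and 100% = carbachol wells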
Target sequence (Q8TDD5 whole entry, looked up): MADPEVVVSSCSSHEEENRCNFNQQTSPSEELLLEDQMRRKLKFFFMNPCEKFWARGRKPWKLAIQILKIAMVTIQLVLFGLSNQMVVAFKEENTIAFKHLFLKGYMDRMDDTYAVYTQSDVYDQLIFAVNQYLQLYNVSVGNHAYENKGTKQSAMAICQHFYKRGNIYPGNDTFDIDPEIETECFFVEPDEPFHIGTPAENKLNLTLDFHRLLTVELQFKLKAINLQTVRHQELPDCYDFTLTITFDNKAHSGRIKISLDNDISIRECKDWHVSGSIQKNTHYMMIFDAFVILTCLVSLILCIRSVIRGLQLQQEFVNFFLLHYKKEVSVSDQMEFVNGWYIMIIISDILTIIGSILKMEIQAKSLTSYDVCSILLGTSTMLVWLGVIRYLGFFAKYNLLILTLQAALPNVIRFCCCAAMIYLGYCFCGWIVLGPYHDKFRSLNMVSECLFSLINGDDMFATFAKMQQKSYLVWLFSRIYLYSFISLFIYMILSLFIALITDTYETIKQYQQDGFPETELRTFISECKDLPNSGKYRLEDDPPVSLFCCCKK
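Material: TRPML3-YFP stable HEK293 cells | Dosing: One concentration, 3 µM nominal, 0.3% DMSO | Timing: 125 s total fluorescence read per well | Technique: Fluo-8 calcium dye fluorescence, ex 470-495, em 515-575 nm | Measure: Percent activation from peak-to-basal fluorescence ratio, scaled between DMSO and carbachol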
PGE2 EP2 inh: human EP2 receptor antagonists, primary screen, TR-FRET cAMP, C6 glioma cells; Prostaglandin E2 receptor EP2 subtype (Homo sapiens), P43116; C6 glioma cells expressing human EP2; cells stimulated with saturating PGE2; inhibition, % at 25 µM; 0.52% of 260,000 active;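 active = percent inhibition above 40 after rounding to a whole number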;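 also: rat C6 glioma host cells with rolipram phosphodiesterase inhibitor present; the protocol text gives 20 µM as final concentration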
NPY-Y1 antag: NPY-Y1 receptor antagonists, primary screen, cell-based; inhibition, % at 3.6 µM; 1% of 200,000 active; Neuropeptide Y receptor type 1 (Homo sapiens), P25929; HEK293-CNG Y1 cells, membrane potential fluorescence; NPY at EC95, then isoproterenol; AID 1040, 2008;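 active = inhibition above the campaign mean inhibition of all tested compounds plus 3 SD, cut at about 20% in these data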;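 also: 0% = DMSO wells given NPY plus isoproterenol and 100% = isoproterenol alone without NPY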
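Material: HEK293 cells co-expressing NPY Y1 receptor and cyclic-nucleotide gated channel. Timing: compound incubation 1 h at room temperature, readout 45 min post-stimulation. Signal: fluorescence, membrane potential probe.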
EP2 modulator: EP2 receptor modulators, cAMP readout, primary screen, cell-based, HTRF cAMP, PGE2 stimulation; Prostaglandin E2 receptor EP2 subtype (Homo sapiens), P43116; EP2-expressing cells, cAMP HTRF FRET, PGE2 co-stimulation; induction, % at 25 µM; 0.83% of 260,000 active; AID 940, 2007;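 active = compounds whose cAMP rise, as percent of the full-agonist control response, exceeds 60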;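 also: rat C6 glioma line stably carrying human EP2 under a CMV promoter; the protocol text gives 20 µM as final concentration; 100% = response of wells given 1 µM PGE2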
NPY-Y1 PAM-ag: NPY-Y1 receptor potentiators or agonists, primary screen, cell-based; Neuropeptide Y receptor type 1 (Homo sapiens), P25929; activation, % at 3.6 µM; AID 1304, 2008; NPY-Y1 expressing cells, potentiator/agonist activation; 0.37% of 220,000 active; in the data active = activation above about 33%, passing the limit was not always enough;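 also: cells stimulated with NPY at EC10 then isoproterenol at EC100; 0% = low agonist plus stimulus and 100% = saturating agonist plus stimulus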
CHOP inh: inhibitors of CHOP promoter induction, primary screen, cell-based, unfolded protein response, luciferase reporter; CHO-K1 CHOP-promoter luciferase, tunicamycin-induced, 15-18 h; AID 2732, 2010; inhibition, % at 10 µM; 3.8% of 220,000 active;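 active = compounds that reduced the stress-induced luciferase reporter signal by more than about 70% of percent inhibition, limit read from the data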;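 also: 0% = tunicamycin plus vehicle and 100% = wells without tunicamycin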
zfTRPN1 agonist: zebrafish TRPN1 channel agonists, primary screen, cell-based, HEK293, calcium fluorescence | 0.18% of 220,000 active | HEK293 zebrafish TRPN1-YFP, Fluo-8 calcium fluorescence; 100% = response to 87 µM carbachol | AID 1424, 2008 | activation, % at 3 µM | transient receptor potential cation channel N1 (TRPN1/NompC), Danio rerio;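 active = activation above its plate's cutoff, the mean activation of test wells on that plate plus 3 SD, cut at about 19% in these data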;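 also: 0% = DMSO alone and 100% = 87 µM carbachol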
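Material: zebrafish TRPN1-YFP in HEK293 cells. Doses: one dose of 3 µM, 0.3% DMSO. Incubation: dye 1 h 37 °C plus 30 min RT. Measured by: intracellular calcium fluorescence with Fluo-8.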
14-3-3 Bad inh: inhibitors of 14-3-3 zeta/Bad binding, primary screen, biochemical, TR-FRET, bovine 14-3-3 zeta; TR-FRET 14-3-3zeta/Dy647-pBad peptide displacement, 1 h; 0.71% of 220,000 active; AID 781, 2007; inhibition, % at 21.7 µM; 14-3-3 protein zeta/delta (Bos taurus), P63103;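 active = inhibition above about 70%, limit read from the data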;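 also: 0% = full 14-3-3 plus peptide FRET controls and 100% = background without 14-3-3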
Target sequence (P63103 whole entry, looked up): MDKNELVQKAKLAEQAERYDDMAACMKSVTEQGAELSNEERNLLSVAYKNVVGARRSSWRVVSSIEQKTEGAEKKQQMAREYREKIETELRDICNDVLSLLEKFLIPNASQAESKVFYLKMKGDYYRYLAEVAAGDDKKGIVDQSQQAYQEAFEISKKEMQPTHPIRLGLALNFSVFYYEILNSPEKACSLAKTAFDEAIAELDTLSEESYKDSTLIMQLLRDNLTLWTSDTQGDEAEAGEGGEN
* marks the source's active call; other numbers are inactive results; x = not tested or not shown; & = joins results of further samples; [ ] = remark or other dose. This is a subset (hit frequency here may not be typical).

SMILES	PPC-1+TRAIL kill	TRPML3 agonist	PGE2 EP2 inh	NPY-Y1 antag	EP2 modulator	NPY-Y1 PAM-ag	CHOP inh	zfTRPN1 agonist	14-3-3 Bad inh
COc1cc(C(=O)N2CCN(C(=O)C(Cc3cc(C)ccc3C)NC(C)=O)CC2)cc(OC)c1OC (configuration not stated)	2	-0.1	4	-1	5	6	-22	-2.0	10[fluorescence artefact?]
CN1CCN(C(=O)CCC(=O)c2ccc(F)cc2)CC1	36	0.7	9	-3	12	-20	15	0.0	-1
CC(C)=C1C2CCC1C1C(=O)N(c3ccc4c(c3)OCO4)C(=O)C21 (configuration not stated)	9	0.4	9	2	-17	9	43	1.3	0[fluorescence artefact?]
Cc1ccc(CNC(=O)CCC2CCCN(Cc3ccc4cccc(F)c4n3)C2)o1 (configuration not stated)	14	-0.1	2	9	9	-13	23	-1.0	-7
COC(=O)CNC(=O)c1ccc(C)s1	12	-0.1	9	-5	8	-20	27	0.2	8
Cn1nc([N+](=O)[O-])c2c(-c3nc4ccccc4s3)c(N)n(C3CCCCC3)c2c1=O	11	0.8	1	-3	5	7	22	-0.5	5
c1ccc2nc(-c3ccc(N4CCOCC4)cc3)ccc2c1	73*[5 µM]	0.6	15	4	45	3	90*	0.1	-10[fluorescence artefact?]
CCSC1=C(C#N)C2(CCCCC2)C(C#N)=C(N)N1	15	1.0	11	0	1	32	0	3.5	0
CN(C)c1ccnc2sc(C(=O)c3ccccc3)c(N)c12	14	-0.6	4	-1	-28	-36	-1	-2.4	-12[fluorescence artefact?]
CCOCCCNC(=O)NC12CC3CC(CC(C3)C1)C2	18	-0.6	7	6	30	-9	32	0.4	-8

Quoted at random: three records from the list, in no set order.
SMILES	PPC-1+TRAIL kill	TRPML3 agonist	PGE2 EP2 inh	NPY-Y1 antag	EP2 modulator	NPY-Y1 PAM-ag	CHOP inh	zfTRPN1 agonist	14-3-3 Bad inh
CCOCCCNC(=O)NC12CC3CC(CC(C3)C1)C2	18	-0.6	7	6	30	-9	32	0.4	-8
c1ccc2nc(-c3ccc(N4CCOCC4)cc3)ccc2c1	73*[5 µM]	0.6	15	4	45	3	90*	0.1	-10[fluorescence artefact?]
COC(=O)CNC(=O)c1ccc(C)s1	12	-0.1	9	-5	8	-20	27	0.2	8

More entries follow:
SMILES	PPC-1+TRAIL kill	TRPML3 agonist	PGE2 EP2 inh	NPY-Y1 antag	EP2 modulator	NPY-Y1 PAM-ag	CHOP inh	zfTRPN1 agonist	14-3-3 Bad inh
COc1ccc2nc(NC3=NC(C(=O)Nc4ccc(C)cc4)CC(=O)N3)nc(C)c2c1 (configuration not stated)	13	-0.2	10	-5	10	-5	-1	1.3	-3
CC(C)c1cc(NCc2ccccn2)n2c(nc3ccccc32)c1C#N	20	0.3	4	-6	7	0	3	2.4	-12
Cc1ccc(-c2nn(CCC(=O)NN3CCOCC3)c(=O)c3ccccc23)cc1	6	-0.1	16	x	-17	25	13	-0.1	-3
Cc1ccc(N2CCN(c3cc(C)nc4nc(C)nn34)CC2)c(C)c1	-2	-0.3	6	-6	37	0	4	-3.6	-2[fluorescence artefact?]
Cc1ccc(-c2cc(C(=O)Nc3c(C)n(C)n(-c4ccccc4)c3=O)[nH]n2)c(O)c1C	8	-0.9	13	x	0	28	39	-1.9	-9
COc1ccccc1C(=O)C1CCCN(C(=O)c2ccc3c(c2)OCCO3)C1 (configuration not stated)	11	0.6	10	1	17	11	-10	0.7	-2
CSc1ncc(C(C)=O)c(C)n1	13	1.1	6	3	13	17	7	0.3	-11
Cc1cc(C)c2nc(SC3CCOC3=O)cc(C)c2c1 (configuration not stated)	16	-0.4	7	5	33	-8	10	-1.2	8
COc1ccc(/C=C/C(=O)Nc2nc(C)cc(C)n2)cc1OC	12	0.4	17	5	-11	-12	-5	-0.2	-11[fluorescence artefact?]
CCCCC(=O)Nc1ccc(N2CCN(C(=O)CC)CC2)cc1	5	-0.4	7	3	19	7	2	2.8	-7
O=C(NCc1ccco1)/C(=C\c1ccco1)NC(=O)c1ccco1	11	0.5	4	x	9	-9	3	0.4	-1
CC(=O)c1sc(NC(=O)c2ccc(F)cc2)nc1-c1ccccc1	20	1.2	5	3	-8	2	75*	2.0	-2
CC(C)n1nc(C(=O)Nc2nc3ccc(S(C)(=O)=O)cc3s2)c2ccccc2c1=O	-2	x	26	x	20	x	-41	x	-3
COc1ccc(N)cc1-n1c(C)ccc1C	0	0.3	15	1	32	20	-4	-1.3	-9
O=c1c2[nH]c3ccccc3c2ncn1CCN1CCNCC1	16	0.8	10	6	-6	-12	89*	1.1	-8
Cc1ccc(NS(=O)(=O)c2cc(C(=O)NCCSC3CCCCC3)ccc2C)cc1	-1	-0.7	7	-6	-1	45	68	0.3	-13
Cn1nnnc1SCC(=O)N1c2ccccc2Sc2ccccc21	6	-0.7	27	-7	17	-11	7	0.8	11
CCNc1nc(NCC)nc(C(=O)NN)n1	36	0.8	10&10	2	-8&25	-5	-14	0.9	4
Cc1ccc(NS(=O)(=O)c2cn(C)cn2)cc1	15	-0.5	4	1	18	-9	-12	-0.1	12[fluorescence artefact?]
O=C1C2C3C=CC(C3)C2C(=O)N1/N=C/c1ccc(-c2ccccc2[N+](=O)[O-])o1 (configuration not stated)	40	0.6	8	0	-20	-33	4	1.1	-8
COc1ccccc1NC(=O)NC1(C(=O)N2CCCCCC2)CCCCC1	31	0.1	12	1	3	8	20	-0.9	-6
CC(C)C(NS(=O)(=O)c1ccc2c(c1)OCCCO2)C(=O)O (configuration not stated)	-3	0.7	10	-2	9	-11	-11	1.3	3
O=C1CCCCCN1C(=O)c1cccc(C(=O)N2CCCCCC2=O)c1	-11	0.6	18	1	3	13	6	1.3	-5[fluorescence artefact?]
O=C(O)CCC(=O)OCC1CCCO1 (configuration not stated)	2	0.9	2	1	8	1	9	-0.5	-5
COc1ccc(C)cc1-n1nnnc1SCC1CCCCO1 (configuration not stated)	-15	-0.7	9	3	-7	3	9	-1.0	-7
CC(C)OC(=O)c1cc(NC(=O)C2C3CCC(O3)C2C(=O)O)cc(C(=O)OC(C)C)c1 (configuration not stated)	0	-0.4	10	-4	21	3	20	-0.9	1
Cc1ccc[n+](C2C(c3ccc([N+](=O)[O-])cc3)C(C#N)=C([S-])NC2(O)C2CC2)c1 (configuration not stated)	13	-0.2	6	4	11	-4	8	0.7	63
CSc1ccc(CNc2nnnn2C)cc1	11	0.5	5	0	15	4	14	0.9	-5
COc1ccc(-c2nnc(SCC(=O)NCC3CCCO3)n2C)cc1 (configuration not stated)	-17	0.5	7&6	-4	-5&-4	-1	4	-0.3	-2
Cc1ccc(Oc2c(C(N)=O)cc([N+](=O)[O-])cc2[N+](=O)[O-])cc1	31	1.4	24	-3	-61	1	108*	0.7	5[fluorescence artefact?]
COc1ccc(CCCc2nnc(SCC(=O)Nc3nc(C)cs3)n2C)cc1	17	-0.7	8	-6	2	10	-5	-0.5	-1
COc1ccc(C2=C(O)C(C)N(c3ccccc3)C2=N)cc1OC (configuration not stated)	17	-0.3	7	-5	23	5	-10	0.7	-18
COc1ccc(N(CCCN2C(=O)c3cccc4cccc(c34)C2=O)C(=O)c2cccc(OC)c2)cc1	20	0.0	7	-3	16	-19	-2	-1.4	3
Cc1cc(C)nc(NS(=O)(=O)c2ccc(Br)s2)c1	24	0.3	8	-2	-14	-21	3	0.9	2
COc1ccc(S(=O)(=O)N2Cc3ccccc3CC2C(=O)Nc2nccs2)cc1OC (configuration not stated)	16	0.6	13	-7	9	-5	13	1.3	6
CCCn1c(-c2ccc(OC)cc2)nc2nc3ccccc3nc21	22	-0.4	6	-2	41	3	-4	-0.3	11
Cc1cc(C)c2c(N)c(C(=O)N3CCN(c4ncccn4)CC3)sc2n1	11	1.2	11	6	13	-3	1	0.3	-3
Cc1ccc(C)c(N2CCN(C(=S)Nc3ccc4nc(N5CCOCC5)cc(C)c4c3)CC2)c1	27	0.2	5	1	-35	2	-11	-0.1	-13
COc1ccc(-c2ccc3ccccc3n2)cc1	43	0.2	-1	-2	-9	8	14	-0.2	-3
CCOC(=O)c1ccc2c(c1)nc(SCC(=O)c1ccco1)n2CC	4	-1.8	14	10	-21	-10	28	-1.1	1
Cc1cc(C)n2nc(SCN3C(=O)c4ccccc4C3=O)nc2n1	0	0.3	15	-7	10	-1	-42	0.6	-4
O=C(CSc1ncnc2[nH]ncc12)Nc1nc(-c2ccc(F)c(F)c2)cs1	13	1.4	29	-3	-48	-44	99*	4.2	74*
C/C(Cc1ccccc1)=N/NC(=O)CNC(=O)C(c1ccccc1)c1ccccc1	-9	0.0	3	x	2	5	4	2.2	2
CCOC(=O)CSc1nc2cc(C)ccc2cc1C#N	14	-0.5	11&3	3	30&37	-1	-12	-1.1	14
CC(=O)c1cccc(NC(=O)COC(=O)C2=COCCO2)c1	4	0.2	4	0	18	2	15	2.1	-20
O=C(c1ccc(Cl)cc1)c1oc2ccccc2c1CS(=O)(=O)c1ccccc1	11	0.5	3	2	80*	-11	21	0.4	7
COc1ccc(NCc2ccc3c(c2)OCO3)cc1Cl	13	-0.4	11	-2	14	7	5	-2.0	-14
CN(C)c1oc(-c2ccccc2Cl)nc1S(=O)(=O)c1ccccc1	22	-1.2	15	4	-5	-11	51	-2.0	-15[fluorescence artefact?]
CNC(=O)c1[nH]cnc1C(=O)Nc1cccc(OC)c1	17	0.5	17	2	-22	10	4	-0.7	5
CSc1nc(Cl)cc(N(CCO)CCO)n1	14	0.3	10	0	12	8	6	0.7	4
COc1cc(SC)ccc1C(=O)N(C)Cc1ccccc1	20	-1.0	10	4	-13	22	18	0.1	-13[fluorescence artefact?]
COc1ccc(Cl)cc1NC(=S)Nc1ccc(Cl)cn1	-2	2.4	7	3	17	-4	-9	-2.0	-10
Cc1ccc(C(=O)Nc2ccon2)cc1S(=O)(=O)N1CCCC1	17	0.2	9	-1	23	-12	9	-0.2	10[fluorescence artefact?]

Assay outcomes as filed in PubChem.
